Compound activity from PubChem BioAssay.
CHRM1 PAM – positive allosteric modulators of human M1 muscarinic receptor. P11229. CHO-K1 hM1, Fluo-8 calcium fluorescence, ACh EC20; 0% = ACh EC20, 100% = maximal ACh. activation, % at 3 µM. 360,000 compounds, 0.088% hits. AID 588819; in the data active = activation above about 19%, passing the limit was not always enough
CHRM4 agonist – CHRM4 agonism in calcium assay | P08173 | CHO-K1 hM4/Gqi5, Fluo-8 calcium fluorescence; vehicle 0%, full acetylcholine response 100% | activation, % at 3 µM | 360,000 compounds, 0.14% hits;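 active = activation above the run mean over all test wells plus 3 SD, cut at about 32% in these data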;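 also: peak over basal fluorescence ratio per well then scaled between controls; 0% = DMSO wells and 100% = acetylcholine at EC100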
Target sequence (P08173 whole entry, looked up): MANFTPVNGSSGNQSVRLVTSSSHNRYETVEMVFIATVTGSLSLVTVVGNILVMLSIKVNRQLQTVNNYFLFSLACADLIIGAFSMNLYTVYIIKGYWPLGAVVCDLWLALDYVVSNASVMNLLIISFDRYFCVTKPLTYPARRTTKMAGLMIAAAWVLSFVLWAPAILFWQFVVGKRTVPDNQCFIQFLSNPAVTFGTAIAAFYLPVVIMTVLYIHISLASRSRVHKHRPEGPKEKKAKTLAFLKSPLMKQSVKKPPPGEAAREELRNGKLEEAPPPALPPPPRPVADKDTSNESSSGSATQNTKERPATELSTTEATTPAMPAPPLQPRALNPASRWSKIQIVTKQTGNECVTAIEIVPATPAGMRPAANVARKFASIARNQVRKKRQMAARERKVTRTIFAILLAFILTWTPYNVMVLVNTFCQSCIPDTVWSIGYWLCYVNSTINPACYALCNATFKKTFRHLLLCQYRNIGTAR
CHRM5 agonist – CHRM5 agonism in calcium assay. P08912. CHO-K1 hM5 cells, Fluo-8 calcium fluorescence; 0% DMSO wells, 100% maximal acetylcholine response. activation, % at 3 µM. 360,000 compounds, 0.19% hits;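 active = activation above the run's mean over test compounds plus 3 SD, cut at about 23% in these data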;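 also: signal is peak over basal fluorescence ratio across the kinetic read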
Target sequence (P08912 whole entry, looked up): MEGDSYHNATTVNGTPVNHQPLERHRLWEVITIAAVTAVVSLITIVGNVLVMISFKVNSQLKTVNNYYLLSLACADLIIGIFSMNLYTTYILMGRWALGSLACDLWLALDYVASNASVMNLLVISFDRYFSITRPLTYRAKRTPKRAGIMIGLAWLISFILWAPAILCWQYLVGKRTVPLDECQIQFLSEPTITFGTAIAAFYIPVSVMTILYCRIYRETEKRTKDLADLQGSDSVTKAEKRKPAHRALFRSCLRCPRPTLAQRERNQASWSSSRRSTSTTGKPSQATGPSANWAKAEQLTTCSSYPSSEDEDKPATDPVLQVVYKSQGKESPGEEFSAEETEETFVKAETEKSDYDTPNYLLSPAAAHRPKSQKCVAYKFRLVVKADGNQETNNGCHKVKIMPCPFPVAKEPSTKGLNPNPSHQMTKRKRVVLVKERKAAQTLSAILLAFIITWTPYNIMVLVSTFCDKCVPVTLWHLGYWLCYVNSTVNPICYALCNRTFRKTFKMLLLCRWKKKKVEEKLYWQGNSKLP
CHRM4 PAM – potentiates acetylcholine response at human M4 receptor; CHO-K1 hM4/Gqi5, Fluo-8 calcium fluorescence, ACh EC20; 0% = ACh EC20, 100% = maximal ACh; activation, % at 3 µM; 360,000 compounds, 0.4% hits; AID 624126;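 active = activation above its plate's cutoff, the mean activation of sample wells plus 3 SD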; also: some results filed as inactive read as strong as hits
CHRM5 antagonist – blocks acetylcholine activation of human M5 receptor. P08912. CHO-hM5 cells, Fluo-8 calcium fluorescence, ACh EC80. inhibition, % at 3 µM. 360,000 compounds, 0.59% hits. AID 624040;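 active = inhibition above a per-plate cutoff, the mean of that plate's test compounds plus 3 SD, cut at about 27% in these data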;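 also: 0% = acetylcholine EC80 with DMSO and 100% = DMSO without agonist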
M1 antag – human CHRM1 antagonism; 360,000 compounds, 1.3% hits; P11229; AID 588852; inhibition, % at 3 µM; CHO-K1 hM1, Fluo-8 calcium fluorescence, ACh EC80 antagonist;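 active = percent inhibition above its own plate's cutoff, namely the mean of that plate's compound wells plus 3 SD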;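 also: peak over basal fluorescence ratio during 140 s after agonist addition; 0% = ACh EC80 plus DMSO and 100% = DMSO alone without agonist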
CHRM4 antagonist – blocks acetylcholine activation of human M4 receptor; P08173; AID 624125; 360,000 compounds, 0.73% hits; inhibition, % at 3 µM; CHO-hM4 cells, ACh EC80, Fluo-8 calcium fluorescence;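 active = inhibition above its plate's cutoff, the mean inhibition of sample wells plus 3 SD, cut at about 27% in these data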;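 also: 0% = acetylcholine EC80 with DMSO and 100% = DMSO without agonist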
M5 PAM – positive allosteric modulators of human muscarinic M5 receptor; CHO-K1 hM5, Fluo-8 calcium, ACh EC20 PAM; 0% = ACh EC20, 100% = ACh EC100; activation, % at 3 µM; 360,000 compounds, 0.3% hits;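 active = activation above the run cutoff, the mean activation of all test compounds plus 3 SD, cut at about 18% in these data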
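Probe or stimulus: acetylcholine, EC20 level; Assay system: human M5 receptor in CHO-K1 cells; Schedule: compound preincubation 140 s before EC20 acetylcholine addition; Technique: intracellular calcium via Fluo-8 fluorescence; Dosing: single-point, 3 µM nominal; Read-out basis: percent activation from peak-over-basal fluorescence ratio, scaled EC20-to-EC100 acetylcholine; Repeats: one well per compound, no replicates.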
CRFBP-R2 agonist – agonists of human CRF-binding protein/CRF-R2 receptor complex | HEK293 CRF-R2/CRF-BP, calcium dye fluorescence (FLIPR); percent of saturating CRF peptide response | activation, % at 13.2 µM | 350,000 compounds, 0.46% hits | AID 588473;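 active = activation of at least 50%, plus an integration ratio under a set limit after plate pattern correction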;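 also: plate controls were neutral control wells without compound for no effect and CRF at EC100 for full effect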
* hit, by the source's call.

Every second line gives: CHRM1 PAM, CHRM4 agonist, CHRM5 agonist, CHRM4 PAM, CHRM5 antagonist, M1 antag, CHRM4 antagonist, M5 PAM, CRFBP-R2 agonist
> COC(=O)C1=CNC=C(C(=O)OC)C1c1ccc(C(=O)OC)cc1
 : -21, 5, -5, -7, 2, 5, 5, -1, 3.5
> O=C(COC(=O)c1cnccn1)Nc1ccc(Cl)cc1
 : 2, 0, -4, -4, 0, -2, 1, -6, -1.5
> CCOC(=O)N1CCN(S(=O)(=O)c2cccc3nonc23)CC1
 : 1, 1, -6, -1, 9, 5, 12, 3, -1.3
> COc1cc(NC(=O)C2CCCN2C(=O)OCc2ccccc2)cc(OC)c1 (stereo not drawn)
 : 3, 1, 1, 0, -5, -35, 8, -10, -1.2
> CCN(CC(=O)NCc1ccccn1)S(=O)(=O)c1ccc(OC)cc1
 : -4, 0, -3, 4, -4, 12, -3, 5, 1.2
> CN(C)c1cccc(C(=O)N/N=C/c2ccccc2F)c1
 : 8, 1, -4, 0, 8, -8, 10, -2, -4.0
> COc1ccc(-n2ccsc2=S)cc1
 : 5, 2, 1, 4, 5, -27, 0, -2, 0.1
> O=c1c2ccccc2nc2n1CCS2
 : 5, 0, -4, 3, 4, -7, 7, -6, 0.3
> CCOc1ccc(NC(=O)N(CCN(C)C)C(C)c2cccnc2)cc1 (stereo not drawn)
 : -6, 2, -2, -8, 8, 14, 4, -4, -1.1
> O=C(Nc1nnc(-c2ccccc2F)s1)C1CCN(S(=O)(=O)c2ccc(Cl)cc2)CC1
 : -3, 0, 0, 3, 13, 3, 6, -4, 3.1
> CCC(C)[C@H](NC(=O)Nc1ccc2c(c1)OCCO2)C(=O)O (stereo partly drawn)
 : 9, 0, 2, -5, 4, -5, 7, -3, 0.0
> COC(=O)c1cnn(-c2nc(-c3ccccc3)cs2)c1N
 : 3, 9, -2, -4, 3, 9, -14, 5, -1.3
> COc1ccccc1NS(=O)(=O)c1ccc2[nH]c(=O)[nH]c2c1
 : 1, 0, 2, -3, 10, -7, 0, -4, 3.8
> CC(C)=CCN1CCN(Cc2ccc(Oc3ncccn3)cc2)CC1CCO (stereo not drawn)
 : -2, 2, -1, -3, 1, 1, -2, -3, 1.4
> CC(C)(C)C(=O)Nc1ccc(S(=O)(=O)N2CCCC2)cc1
 : 5, 1, 0, -1, -3, -16, -12, 1, 0.1
> O=C(NNc1c2ccccc2nc2ccccc12)c1ccccc1O
 : -9, 17, -2, -11, 34*, 9, 0, -16, -0.3
> COC(=O)c1ccccc1NC(=O)Nc1nnc(N2CCCCC2C)s1 (stereo not drawn)
 : 3, 2, 8, 5, 3, 4, -8, 0, 2.5
> Cc1c(Cl)cccc1NC(=O)c1ccccc1-c1ccccc1C(=O)O
 : 8, 0, -3, 4, 2, -9, -2, 0, 0.9
> CC(C)CC(=O)N1CCN(Cc2ccc3ccccc3c2)CC1
 : 8, 2, 0, 0, 8, -11, 7, -6, 0.1
> COc1ccc(C2C(C(N)=O)=C(C)Nc3nc(CCCO)nn32)cc1OC (stereo not drawn)
 : 7, 1, -1, 1, 3, -8, 2, -5, 0.5
> Cc1ccc(-n2c(SCC(=O)NCC3CCCO3)nc3ccccc3c2=O)cc1 (stereo not drawn)
 : 2, 2, 0, 11, 16, -3, 2, -4, -0.2
> COc1ccc(OC)c(S(=O)(=O)NCC(c2cccs2)N2CCc3ccccc3C2)c1 (stereo not drawn)
 : 3, 1, 0, -3, 7, -8, -3, -4, 3.0
> CCCc1nc2oc3c(NCc4ccccn4)ncnc3c2c2c1COC(C)(C)C2
 : 7, 1, 0, 3, 5, -9, -2, -3, -8.8
> Cc1nn(Cc2ccc(F)cc2)c(C)c1NC(=O)c1cc(-c2ccco2)on1
 : 1, 9, 3, -6, -7, 0, -2, -1, -0.4
> Cc1cc(C)c(C)c(S(=O)(=O)NC(C)C(=O)O)c1C (stereo not drawn)
 : 16, 0, 2, 17, 0, -2, 7, 7, 0.8
> C[C@H](CO)N1C[C@H](C)[C@@H](CN(C)S(C)(=O)=O)Oc2ccc(NS(=O)(=O)c3ccccc3)cc2C1=O
 : 13, 2, 4, 13, 4, -6, -5, -1, -0.5
> CCOC(=O)C1CCN(C(=O)/C=C/c2ccccc2)CC1
 : 6, 0, -5, -1, 8, -14, 0, -2, 0.2
> O=C(CSc1nc2c(c(=O)[nH]1)CCCC2)Nc1ccc(Cl)cc1F
 : -6, -1, 1, -4, -1, 14, -2, -4, -2.1
> Cc1[nH]c(=O)[nH]c(=O)c1S(=O)(=O)Nc1ccc(S(N)(=O)=O)cc1
 : 2, 0, 4, -3, 9, 0, 4, -9, -0.7
> COc1ccc(C(=O)N2CCN(C(C)=O)CC2)cc1S(=O)(=O)N1CCOCC1
 : 13, 0, 0, -4, -6, -5, 1, 2, -0.6
> O=C(N1CCCC1)C12CC3CC(CC(Cl)(C3)C1)C2
 : 2, 1, -2, 5, 5, -9, -15, -4, -2.3
> CN(C(=O)C1CCCCC1)C1CCS(=O)(=O)C1 (stereo not drawn)
 : 7, 0, -6, 3, 3, -18, 5, 2, -3.6
> Cc1ccc(C(=O)N2CCN(S(C)(=O)=O)C2)cc1
 : 4, 0, 0, -1, -8, 4, -4, 4, -0.5
> O=C(CNC(=O)c1ccccc1F)NCCc1ccc(Cl)cc1
 : 4, 1, -4, 5, 11, 4, -1, 0, 0.3
> CCOC(=O)N1CCN(c2nc(-c3cccs3)nc3ccccc23)CC1
 : 8, 3, -3, -1, 15, -2, 8, -5, 1.2
> Cc1ccc(NC(=S)N/N=C/c2ccc(Cl)c([N+](=O)[O-])c2)cc1
 : 2, 0, 0, 7, 0, 3, -1, 1, 4.3
> Cn1c(CC(=O)NCCO)c(Sc2ccccc2)c2ccccc21
 : -3, 4, -2, -1, -1, 2, -3, -3, 0.5
> O=S(=O)(Nc1cccnc1)c1ccc(Cl)cc1
 : 11, 2, -1, 20*, 2, -6, -3, -4, 0.4
> COc1cc2cc(C(=O)N/N=C/c3ccc(F)cc3)[nH]c2cc1OC
 : 6, 2, -2, -2, 11, -7, -1, -4, -1.8
> c1ccc(Cc2ccc(OCCn3cncn3)cc2)cc1
 : 3, 2, -12, -1, -2, -1, 9, -11, -1.8
> CN(C)/C=N/C(=S)Nc1ccc(Cl)cc1
 : 13, 10, 2, 1, 1, -5, -7, -4, 0.5
> C/C(=N\OCC(=O)Nc1cc(C)cc(C)c1)c1ccc2c(c1)OCCO2
 : -3, -1, -5, -3, -6, 9, 6, 6, -2.4
> Cc1ccc(S(=O)(=O)c2c(C)cc(C)[nH]c2=O)cc1
 : -2, 1, -1, -2, 1, -1, 0, 0, 0.9
> COc1ccccc1N(CC(O)CN1C(C)CCCC1C)S(=O)(=O)c1ccccc1 (stereo not drawn)
 : -4, 1, -5, -5, 14, 5, 0, -2, 0.1
> CCOC(=O)N1CCC(NC(=O)C(CC(C)C)NC(=O)C2CCCCC2)CC1 (stereo not drawn)
 : 6, 0, 0, 7, -4, -7, -10, 3, 0.9
> C[C@@H]1CN([C@@H](C)CO)C(=O)c2cc(NC(=O)C3CC3)ccc2O[C@@H]1CN(C)Cc1ccc(Cl)c(Cl)c1
 : 3, 7, -1, -9, -2, -6, 0, -3, 0.6
> NS(=O)(=O)c1cc2c(cc1Cl)NC(c1ccccc1OCC(=O)O)NS2(=O)=O (stereo not drawn)
 : 1, 1, -2, -5, 15, -9, 17, -9, -1.1
> Cc1cc(Cl)ccc1C(=O)C1CCCN(C(=O)c2ccoc2)C1 (stereo not drawn)
 : -1, 1, 2, -6, 8, -6, 7, -4, 0.5
> CCn1cc(CN(C)C(=O)CSc2nc(-c3ccco3)cc(C(F)(F)F)n2)c(C)n1
 : -7, 10, 3, -5, 7, 19, -7, -13, 0.3
> O=C(CS(=O)(=O)c1ccccc1)Nc1nnc(-c2cccs2)o1
 : 2, 0, 2, 2, 3, 0, -2, 8, 1.7
> CCOc1ccc(NC(=O)CCN2C(=O)c3ccccc3C2=O)cc1
 : 6, 2, -6, 1, 15, -10, 1, 2, -2.4
> CCN(CC)C(=O)c1ccc2c3c(cccc13)C(=O)N(CCc1ccc(OC)c(OC)c1)C2=O
 : -14, 17, 9, -11, 12, 21, 16, -16, 1.3
> COC(=O)[C@]1(C)N[C@H](CN(C)C(=O)Nc2ccccc2)[C@@H]2C(=O)N(Cc3ccccc3)C(=O)[C@@H]21
 : 12, 1, 1, -2, -12, -10, -7, -1, -4.9
> CC(C)(C)NC(=O)C1CCN(C(=O)c2ccc(Br)cc2)CC1
 : 3, 1, 2, 2, 2, 5, -5, -2, 1.2
> Nc1ccccc1SC1CC(=O)N(c2ccc(Cl)c(Cl)c2)C1=O (stereo not drawn)
 : -19, 15, 3, -16, 28*, 34, 14, -15, 0.5
> CN(CC(=O)NCCc1ccc(S(N)(=O)=O)cc1)CC(=O)Nc1cccc(F)c1
 : 11, 0, 2, 8, 4, -2, 0, 2, 1.2
> CCOc1cc(C)nc(N2CCN(C3CCCCC3)CC2)n1
 : 7, 1, -4, 2, 4, -35, -3, -4, 1.6

Among those listed so far, 7 have two or more sulfur atoms.
Every second line gives: CHRM1 PAM, CHRM4 agonist, CHRM5 agonist, CHRM4 PAM, CHRM5 antagonist, M1 antag, CHRM4 antagonist, M5 PAM, CRFBP-R2 agonist
> COc1ccc(-n2ccsc2=S)cc1
 : 5, 2, 1, 4, 5, -27, 0, -2, 0.1
> O=C(Nc1nnc(-c2ccccc2F)s1)C1CCN(S(=O)(=O)c2ccc(Cl)cc2)CC1
 : -3, 0, 0, 3, 13, 3, 6, -4, 3.1
> COc1ccc(OC)c(S(=O)(=O)NCC(c2cccs2)N2CCc3ccccc3C2)c1 (stereo not drawn)
 : 3, 1, 0, -3, 7, -8, -3, -4, 3.0
> C[C@H](CO)N1C[C@H](C)[C@@H](CN(C)S(C)(=O)=O)Oc2ccc(NS(=O)(=O)c3ccccc3)cc2C1=O
 : 13, 2, 4, 13, 4, -6, -5, -1, -0.5
> Cc1[nH]c(=O)[nH]c(=O)c1S(=O)(=O)Nc1ccc(S(N)(=O)=O)cc1
 : 2, 0, 4, -3, 9, 0, 4, -9, -0.7
> NS(=O)(=O)c1cc2c(cc1Cl)NC(c1ccccc1OCC(=O)O)NS2(=O)=O (stereo not drawn)
 : 1, 1, -2, -5, 15, -9, 17, -9, -1.1
> O=C(CS(=O)(=O)c1ccccc1)Nc1nnc(-c2cccs2)o1
 : 2, 0, 2, 2, 3, 0, -2, 8, 1.7
